# hDAT+cocaine = changed human dopamine transporter uptake under cocaine IC80; Q01959; LLC-PK1 hDAT cells, [14C]-dopamine uptake with cocaine IC80; actives deviate in either direction; B-score at 10 µM; hit rate 1.3% among 110,000; AID 449768;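 active = Z score or B-score, a plate-position-corrected score, falls beyond the plate's 99.7% confidence bounds, in either direction; inactive = both scores lie inside the 99.7% bounds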;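 note: scored against the spread of the other compound wells on the same plate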
# Target sequence (Q01959 whole entry, looked up): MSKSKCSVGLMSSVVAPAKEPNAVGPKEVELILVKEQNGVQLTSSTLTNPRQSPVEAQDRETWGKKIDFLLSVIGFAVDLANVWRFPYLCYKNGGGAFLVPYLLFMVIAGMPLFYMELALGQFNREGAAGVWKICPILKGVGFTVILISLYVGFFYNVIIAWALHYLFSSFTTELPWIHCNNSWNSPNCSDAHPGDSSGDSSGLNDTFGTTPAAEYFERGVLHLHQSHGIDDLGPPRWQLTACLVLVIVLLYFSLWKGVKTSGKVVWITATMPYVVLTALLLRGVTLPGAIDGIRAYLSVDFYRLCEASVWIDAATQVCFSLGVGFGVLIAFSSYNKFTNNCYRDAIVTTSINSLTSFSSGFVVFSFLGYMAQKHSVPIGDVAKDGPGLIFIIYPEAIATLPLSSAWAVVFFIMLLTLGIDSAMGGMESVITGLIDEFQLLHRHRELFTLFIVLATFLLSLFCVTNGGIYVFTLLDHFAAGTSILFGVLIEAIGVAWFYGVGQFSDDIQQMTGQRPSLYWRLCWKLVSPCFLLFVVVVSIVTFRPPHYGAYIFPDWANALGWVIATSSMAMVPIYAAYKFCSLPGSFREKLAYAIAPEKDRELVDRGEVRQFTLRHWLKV
# * hit, by the source's call. These rows are one share of the data. The share of hits here may be higher or lower than overall.
SMILES,hDAT+cocaine
C/C=C\C=C/C(=O)Nc1cccc(C2=NOC3(C2)C[C@@H](C(N)=O)N(C(=O)c2ccc(Cl)cc2)C3)c1 (stereo partly drawn),0.059
CCOC(=O)c1ccc(NC(=O)c2nc[nH]c2C(=O)N[C@@H](CC(C)C)C(=O)OC(C)(C)C)cc1,1
O=C(O)C[C@H]1c2ccc(C(F)(F)F)cc2S(=O)(=O)N1C1CCCCC1,-1.5
NC(=O)C[C@@H]1NC(=O)CNC(=O)c2cc([N+](=O)[O-])cc(I)c2NCCC(C(N)=O)NC1=O (stereo partly drawn),0.45
C[C@@H](C(=O)NCCc1c[nH]c2ccccc12)[C@H]1C[C@]1(C)[C@H](NC(=O)OCc1ccccc1)c1ccccc1,0.55
CCN(CC)S(=O)(=O)c1ccc(C(=O)NCc2ccc3[nH]c4c(c3c2)CCCC4)cc1,1.5
CC(C)(C)OC(=O)N1CCC2(CC1)Oc1ccc(F)cc1C(=O)C21CC(c2cccnc2)=NO1 (stereo not drawn),0.033
CCCC[C@@H]1CNC(=O)C(=O)N1CCCc1cc(OC)c(OC)c(OC)c1,-0.35
NC(=O)CC(NC(=O)Cc1ccc(Cl)cc1)c1ccc(NC2CCCCC2)c([N+](=O)[O-])c1 (stereo not drawn),-0.38
COc1ccc(C2/C=C\CN(C(=O)Oc3ccccc3)CC(=O)N2Cc2ccc(F)cc2)cc1 (stereo not drawn),0.053
Nc1nc(N)nc(-c2cc(Cl)ccc2Cl)n1,-0.42
Cc1ccc(-c2cccc(C3CC=CC4C3C(=O)N(Cc3ccccc3)C4c3ccc4ccccc4c3)c2)cc1 (stereo not drawn),-0.00087
Cc1ccc(SC[C@H](Cc2ccccc2)N2CCN(CC(C)C)CCC2=O)cc1,-0.33
CC1(c2nnc(-c3ccc(Cl)cc3)o2)CC(c2cccnc2)=NO1 (stereo not drawn),-0.82
CNC(=S)NNC(=O)COc1cccc(C)c1C,0.37

# Structural class, those above containing sulfur (4)
SMILES,hDAT+cocaine
O=C(O)C[C@H]1c2ccc(C(F)(F)F)cc2S(=O)(=O)N1C1CCCCC1,-1.5
CCN(CC)S(=O)(=O)c1ccc(C(=O)NCc2ccc3[nH]c4c(c3c2)CCCC4)cc1,1.5
Cc1ccc(SC[C@H](Cc2ccccc2)N2CCN(CC(C)C)CCC2=O)cc1,-0.33
CNC(=S)NNC(=O)COc1cccc(C)c1C,0.37

# Continued:
SMILES,hDAT+cocaine
C[C@@H]1NC(=O)[C@H](CC(N)=O)NC(=O)c2cc([N+](=O)[O-])cc(I)c2OCC[C@@H](C(=O)NC(CC(=O)O)C(N)=O)NC1=O (stereo partly drawn),-0.8
C/C=C(/C)C(=O)O[C@@H]1[C@H](OC(C)=O)c2c(ccc3ccc(=O)oc23)OC1(C)C,0.36
CN1CCN(C(=O)C2=C[C@H](c3ccc(C(F)(F)F)cc3)C[C@H](OCc3ccc(CO)cc3)O2)CC1,0.049
C[C@@H](C(=O)Nc1ccc2ccccc2c1)[C@H]1C[C@]1(C)[C@H](NC(=O)c1cnccn1)c1ccccc1,0.088
COc1ccc(NC(=S)Nc2ccc(OCc3ccccc3)cc2)cc1OC,-0.59
Nc1ccccc1C#CCCCCO,-0.067
COC(=O)[C@@H]1C[C@@]2(O)[C@H](O)[C@H](O)[C@H](O)C[C@H]2N1Cc1ccc(C)s1,0.091
CCc1nnc(SCc2cccc(F)c2)nc1CC,-0.025
NC(=O)CC(NC(=O)Cc1cccc2ccccc12)c1ccc(NCCc2cccc(F)c2)c([N+](=O)[O-])c1 (stereo not drawn),0.043
C#CCNC(=O)C1=C[C@@H](c2ccc(C(F)(F)F)cc2)C[C@@H](OCc2ccc(CO)cc2)O1,0.82
C/C=C(/C)C(=O)Nc1cccc(C2=NOC3(C2)C[C@@H](C(N)=O)N(C(=O)CC)C3)c1 (stereo partly drawn),-0.35
COc1ccccc1N1CCN(CCCNc2c(C)c(=O)n(C)c(=O)n2C)CC1,0.92
C#CC(C)OC(=O)C(C)NC(=O)c1ccccc1 (stereo not drawn),-0.68
O=C1C=C(Nc2ccccc2)C(=O)c2ccccc21,1.2
COc1ccc(-c2c(C)nn3c(-c4ccccc4)cc(C)nc23)cc1,-0.024

# Reformatted: entries from further up.
molecule	hDAT+cocaine
C#CCNC(=O)C1=C[C@@H](c2ccc(C(F)(F)F)cc2)C[C@@H](OCc2ccc(CO)cc2)O1	0.82
C/C=C(/C)C(=O)Nc1cccc(C2=NOC3(C2)C[C@@H](C(N)=O)N(C(=O)CC)C3)c1 (stereo partly drawn)	-0.35
COc1ccccc1N1CCN(CCCNc2c(C)c(=O)n(C)c(=O)n2C)CC1	0.92
C#CC(C)OC(=O)C(C)NC(=O)c1ccccc1 (stereo not drawn)	-0.68
O=C1C=C(Nc2ccccc2)C(=O)c2ccccc21	1.2
COc1ccc(-c2c(C)nn3c(-c4ccccc4)cc(C)nc23)cc1	-0.024

# The listing continues.
SMILES,hDAT+cocaine
O=C(N[C@@H](Cc1ccccc1)C(=O)OCc1ccccc1)c1nc[nH]c1C(=O)N1CCN(c2ccccc2)CC1,-0.17
CC(C)(C)OC(=O)NCCCC[C@H](NC(=O)c1nc[nH]c1C(=O)N1CCc2ccccc2C1)C(=O)OC(C)(C)C,1.1
O=C1CCN(CCc2ccccc2)CCN1[C@H](CSc1ccc(Br)cc1)c1ccccc1,-0.33
C=C1CCN([C@@H](Cc2ccccc2)C(=O)NCc2ccc(Cl)c(Cl)c2)S(=O)(=O)c2ccccc21,0.1
O=C(NCc1nc2ccccc2[nH]1)C1=C[C@@H](C2CCCCC2)C[C@@H](OCc2ccc(CO)cc2)O1,0.019
CCn1c(=NC(=O)c2cccc(N3C(=O)CCC3=O)c2)sc2c(OC)ccc(OC)c21,-0.12
NC(=O)CC(NC(=O)c1ccccc1)C(=O)O (stereo not drawn),-1.9
O=C1C[C@@H](c2ccc(O)cc2)Oc2cc(O)cc(O)c21,-0.063
C=CCN1c2ccccc2[C@]23C[C@@H](C(=O)OC)N(C(=O)c4ccc(Br)cc4)C2=NC(C(=O)OC)=C(C(=O)OC)[C@H]13,-0.79
CC(C)=CCc1c(O)ccc(C2COc3c(CC=C(C)C)c(O)cc(O)c3C2=O)c1O (stereo not drawn),0.013
COC(=O)CN1C(=O)[C@@H]2[C@H](C1=O)[C@@H]1CC(C(=O)OC)=C[C@@H](C(=O)OC)[C@@H]3C1=C(C(=O)[C@]3(C)NC(=O)c1ccccc1)[C@@H]2C,-0.26
Cc1ccc(-c2csc(NC(CO)c3nc4ccccc4n3CCOCCO)n2)cc1 (stereo not drawn),2.8*
C#CCCOC(=O)N1C2=NC(C(=O)OC)=C(C(=O)OC)[C@@H]3Nc4ccccc4[C@]23C[C@H]1C(=O)OC,0.21
OCC[C@H]1C[C@@H](O)[C@H](O)[C@@]2(CCCCO2)O1,-0.34
CC1(C)C2CC[C@]3(C)C(CC=C4[C@@H]5C[C@](C)(CO)CC[C@]5(C(=O)O)CC[C@]43C)[C@@]2(C)CC[C@@H]1O (stereo partly drawn),-0.31
CC(Cc1ccccc1)C(=O)NCCO (stereo not drawn),-0.85
NCCCC[C@@H]1NC(=O)[C@H](CCC(=O)O)NC(=O)c2cc([N+](=O)[O-])cc(I)c2OCC[C@@H](C(N)=O)NC1=O,-0.29
O=C1CC[C@@H](C(=O)N2CSC[C@H]2C(=O)O)N1,-0.23
O=C(NCCCN1CCOCC1)c1onc(CSc2ccncc2)c1C(=O)NCCCN1CCOCC1,-1.3
Cc1cc(NC(=O)CSc2nnc(-c3c[nH]c4ccccc34)n2C)no1,-0.36
CC(C)NC(=O)c1onc(CSc2ccncc2)c1C(=O)NC(C)C,1.1
CN(C)/C=N/c1cc(=O)n(C)c(=O)n1CC1CC1,0.22
COc1ccc(CN2CC[C@H]3C=CC[C@@H](C(=O)N4CCOCC4)[C@H]3C2=O)cc1OC,0.7
CC(Oc1ccccc1)C(=O)N1CCC2(CC1)Oc1ccc(F)cc1C(=O)C21CC(c2ccc(Cl)cc2)=NO1 (stereo not drawn),1.6
COCCN1C(=O)c2cc(C(=O)Nc3cccc(F)c3)ccc2C1Nc1cccc(F)c1 (stereo not drawn),-0.93
COC(=O)c1ccc(C23CC4(C2)[C@H](CN(Cc2cccnc2)[C@@H]4c2ccccc2)C3c2ccc(C(F)(F)F)cc2)cc1 (stereo partly drawn),0.083
CCN1CCN(Cc2ccc(NC(=O)c3ccc(C)c(NC(=O)c4nccn4C)c3)cc2C(F)(F)F)CC1,0.51
CCCCNC(=O)C(c1ccc(OCC(=O)OC)c(C(=O)OC)c1)N(CCc1c[nH]c2ccccc12)C(=O)CCCCCN1C(=O)NC(c2ccc(-c3ccccc3)cc2)C(C(=O)OCc2ccccc2)=C1C (stereo not drawn),-0.57
COc1ccc2cc1Oc1ccc(cc1)C[C@H]1c3c(cc4c(c3Oc3cc5c(cc3OC)CCN(C)[C@@H]5C2)OCO4)CCN1C,0.31
COC(=O)c1cccc(C23CC4(C2)[C@H](CN(Cc2ccc(C(F)(F)F)cc2)[C@@H]4c2ccccc2)C3c2ccccc2)c1 (stereo partly drawn),0.87
O=C1OCCN1C(=O)[C@H]1[C@H](c2ccc([N+](=O)[O-])cc2)C(c2cccc(Cl)c2)=NN1c1ccccc1,0.052
O=C(NCCc1csc(-c2ccccc2)n1)c1c(F)cccc1F,0.36
O=c1c2ccccc2oc2cc(C#Cc3ccccn3)ccc12,-0.17
C#CCNC(=O)C1=C[C@@H](C)C[C@@H](OCc2ccc(CO)cc2)O1,-0.47
C#CCOCCOCCOCCNc1nc(N2CCN(C(=O)[C@H]([C@@H](C)CC)n3cc([C@@H](N)CC(C)C)nn3)CC2)nc(N2CCN(C(=O)[C@H](Cc3cc4ccccc4[nH]3)n3cc([C@@H](N)CC(C)C)nn3)CC2)n1,-0.23
C=CCNC(=O)C(=O)c1c(-c2ccccc2)[nH]c2ccccc12,-1.8e-05
Cc1ccc(Cn2c(C3CCCN3c3nc(-c4cc(Cl)c(N)c(Cl)c4)cs3)nc3cc(Cl)c(Cl)cc32)cc1 (stereo not drawn),-2.2
NCCNC(=O)c1ncsc1-c1cccc(F)c1,-0.41
O=C(Nc1cccc(F)c1)c1ccc(-c2ccccc2Cl)o1,-0.18
CC(C)[C@H]1C=C(C(=O)O)O[C@@H](OCc2ccc(CO)cc2)C1,-0.32
C[C@H](NC(=O)c1[nH]cnc1C(=O)Nc1ccc(CNC(=O)OC(C)(C)C)cc1)C(=O)OCc1ccccc1,0.51
COc1ccc(-c2cc([C@H]3[C@@H]4C=CCC[C@@]4(C)C(=O)N3Cc3ccccc3)ccc2F)cc1,0.67
Cc1c(C)c2c(c(C)c1O)CC[C@@](C)(CCC[C@H](C)CCC[C@H](C)CCCC(C)C)O2,-0.056
CCO[C@H]1OC(C(=O)N2CCN(C)CC2)=C[C@@H](c2ccc(C(F)(F)F)cc2)[C@@H]1CCCO,0.51
C=CCCN(C(C(=O)OC)C(C)C)S(=O)(=O)c1ccccc1Br (stereo not drawn),-0.82
Cc1ccc(NC(=O)c2ccc(CN3CCN(C)CC3)cc2)cc1Nc1nccc(-c2cccnc2)n1,1
CCCNC(=O)c1ccc2c(=O)c(O)c(-c3cccc(Br)c3)[nH]c2c1,-0.35
CC(=O)n1cc([C@H]2C=C(C(N)=O)O[C@@H](OCc3ccc(CO)cc3)C2)c2ccccc21,0.76
C=C1CCN(C(C(=O)OC)C(C)C)S(=O)(=O)c2ccccc21 (stereo not drawn),-0.79
CCOC(=O)CN1C(=O)N[C@@H](c2cccc(C(F)(F)F)c2)C(C(=O)OC)=C1C,-0.18
CCC(=O)Nc1cccc(C2=NOC3(C2)C[C@@H](C(N)=O)N(C(=O)CC(c2ccccc2)c2ccccc2)C3)c1 (stereo partly drawn),0.3
COC(=O)[C@H](C)[C@H]1C[C@]1(C)[C@H](NC(=O)OCc1ccccc1)c1ccccc1,0.56
O=C(Nc1ccc(O)c2c(=O)cc(-c3ccccc3Cl)oc12)c1ccccc1Cl,-0.13
COc1cc(O)c(C(CC(=O)N2CCCC2)c2ccc(N(C)C)cc2)c(OC)c1 (stereo not drawn),0.11
O=C(c1ccc2c3n(nc2c1)-c1ccc(Cl)cc1CO3)N1CCOCC1,0.65
CC1(OC(=O)c2ccc(Cl)nc2)C(=O)C=C2C=C(C3CC3)OC=C2C1=O (stereo not drawn),-0.68
CNC(=O)c1[nH]cnc1C(=O)N[C@@H](C)C(=O)OCc1ccccc1,2.4*
CCCCCCn1c(N2CCN(c3ccccc3)CC2)nc2c1c(=O)[nH]c(=O)n2C,-0.1
Cc1ccc(-c2nc3cccnc3s2)cc1NS(=O)(=O)c1ccc2c(c1)CCCC2,1.4
COc1ccc2c(c1OC)C(=O)OC2,-1.2

# New compounds follow.
SMILES,hDAT+cocaine
CCCCC/C=C\C[C@H](O)/C=C/c1cccc(C[C@H](O)CCCCO)n1,0.074
C#CCOCCOCCOCCNc1nc(N2CCN(C(=O)[C@H](CCC(=O)O)n3cc(C(N)Cc4ccc(O)cc4)nn3)CC2)nc(N2CCN(C(=O)[C@H](CCC(=O)O)n3cc(C(N)CC(C)C)nn3)CC2)n1 (stereo partly drawn),0.12
O=C(C1=C[C@H](c2ccc(Br)cc2)C[C@H](OCCCCO)O1)N1CCOCC1,-0.39
COc1ccc(NC(=O)OCCN2CCN(Cc3ccccc3)CCC2=O)cc1,0.96
C=CCOC(=O)C1=C[C@@H](c2ccc(Br)cc2)C[C@@H](OCCCCO)O1,0.97
CCC1=C(OC(=O)N(CC)CC)N2C(=O)OC(=NCCOC)[C@]2(Cc2ccccc2)[C@H]2C1=CC[C@H]1C(=O)N(CC)C(=O)[C@H]12,0.42
COc1cc2c(CCNC(C)=O)c[nH]c2cc1O,-0.097
CCO[C@@H]1OC(C(=O)NC2CC2)=C[C@H](c2coc3ccccc3c2=O)[C@H]1CCCO,-0.42

# Part of the list above, bar-delimited:
Compound | hDAT+cocaine
CCOC(=O)c1ccc(NC(=O)c2nc[nH]c2C(=O)N[C@@H](CC(C)C)C(=O)OC(C)(C)C)cc1 | 1
CCC(=O)Nc1cccc(C2=NOC3(C2)C[C@@H](C(N)=O)N(C(=O)CC(c2ccccc2)c2ccccc2)C3)c1 (stereo partly drawn) | 0.3

# Compound activity: PubChem BioAssay, Vanderbilt High Throughput Screening Facility
